# Screening results: PubChem, Sanford-Burnham Center for Chemical Genomics
# APJ agonist: agonists of human apelin receptor APJ, primary screen, CHO-K1 cells, PathHunter beta-arrestin, luminescence. P35414. 0% DMSO wells, 100% apelin. activation, % at 20 µM. 0.11% of 330,000 active;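 active = activation more than six SD over the plate average, tested at 20 µM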;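 note: 0% = DMSO alone and 100% = apelin-13 at 10 nM; some results filed as inactive read as strong as hits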
#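 Assay system: CHO-K1 cells stably expressing ProLink-tagged human APJ and arrestin–beta-gal acceptor. Compound dosing: 20 µM single point, 1% DMSO. Times: 16-18 h seeding, 90 min dark compound exposure, 60 min detection. Detection: beta-gal luminescence. Evaluation: APJ–arrestin association signal. Controls: negative DMSO alone, positive Apelin-13 at 10 nM.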
# CCR6 antagonist: CCR6 receptor antagonists, primary screen, cell-based, CHO-K1, luminescence, beta-arrestin, uHTS. C-C chemokine receptor type 6 (Homo sapiens), P51684. CHO-K1 CCR6 PathHunter beta-arrestin, CCL20-stimulated. inhibition, % at 20 µM. 0.49% of 340,000 active. AID 493098, 2011;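 active = compounds whose inhibition of the agonist-driven luminescence signal at 20 µM reaches about 50%, limit read from the data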;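 note: cells stimulated with CCL20 at 14 nM final; plate controls were DMSO with CCL20 for no effect and DMSO without agonist for full effect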
# Mdm2-MdmX inh: inhibitors of human Mdm2-MdmX association, primary screen, cell-based, luminescence, split luciferase, SaOS-2, uHTS | SaOS-2 split-luciferase Mdm2/MdmX complementation | 3% of 330,000 active | Protein Mdm4 (Homo sapiens) + E3 ubiquitin-protein ligase Mdm2 (Homo sapiens), … | inhibition, % at 8 µM | AID 485346, 2010;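 active = inhibition of at least 50% at 8 µM in the primary screen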
# APJ antagonist: antagonists of human apelin receptor APJ, primary screen, CHO-K1 cells, beta-arrestin complementation, luminescence; 0.32% of 330,000 active; P35414; AID 2521, 2010; inhibition, % at 20 µM;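 active = inhibition above about 40% at 20 µM, limit read from the data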;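 note: cells challenged with 10 nM apelin-13 agonist together with compound; plate controls were apelin-13 plus DMSO wells for no effect and DMSO wells lacking apelin-13 for full effect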
# UPR CHOP act: activators of apoptotic CHOP UPR arm, primary screen, cell-based, CHO-CHOP luciferase reporter, luminescence, uHTS; UPR activation; percent of tunicamycin response over DMSO baseline; activation, % at 10 µM; 0.34% of 330,000 active; AID 449763, 2010;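 active = at 10 µM dose, activation of 40% or more, normalized to positive control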;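 note: 100% = tunicamycin at 10 µg/mL and 0% = DMSO alone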
#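 Dosing – one dose, 10 µM in 0.5% DMSO · System – CHO-CHOP cells, stable luciferase reporter of PERK-eIF2a-CHOP signalling · Input – 500 cells/well · Control set – tunicamycin 10 µg/mL final as positive, DMSO-only wells as negative · Timing – 6 h compound treatment, 37 °C · Measure – % activation vs tunicamycin · Technique – luminescence read with Steady-Glo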
# EBI2 antag: EBI2 receptor antagonists, beta-arrestin recruitment, primary screen, cell-based, luminescence, 7a,25-OHC stimulation, uHTS; 7a,25-OHC stimulated; inhibition, % at 5 µM; 0.81% of 360,000 active; G-protein coupled receptor 183 (Homo sapiens), P32249; in the data active = inhibition above about 38%;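 note: enzyme fragment complementation signal reports receptor beta-arrestin coupling in cells; 0% = agonist plus DMSO wells and 100% = wells without agonist; some results beyond the cut were filed as inactive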
# Target sequence (P32249 whole entry, looked up, the tested form may be a part): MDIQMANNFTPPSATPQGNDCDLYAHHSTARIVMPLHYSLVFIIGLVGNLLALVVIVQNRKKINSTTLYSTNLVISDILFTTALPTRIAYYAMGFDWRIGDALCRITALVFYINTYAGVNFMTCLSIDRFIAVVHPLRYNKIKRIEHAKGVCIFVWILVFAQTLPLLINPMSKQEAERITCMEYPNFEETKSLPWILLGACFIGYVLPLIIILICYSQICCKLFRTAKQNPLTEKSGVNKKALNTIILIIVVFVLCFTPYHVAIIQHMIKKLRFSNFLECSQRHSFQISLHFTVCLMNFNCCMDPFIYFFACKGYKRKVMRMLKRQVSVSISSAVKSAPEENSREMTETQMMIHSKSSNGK
# CXCR6 inh: CXCR6 receptor inhibitors, primary screen, cell-based, beta-arrestin, luminescence, CHO-K1 PathHunter, 1536-well | inhibition, % at 20 µM | 0.36% of 360,000 active | AID 602244, 2012; in the data active = inhibition above about 34%, passing the limit was not always enough;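 note: antagonist mode with CXCL16 agonist at 10 nM final; 0% = 10 nM CXCL16 with DMSO and 100% = unstimulated wells without agonist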
# Target sequence (O00574 whole entry, looked up): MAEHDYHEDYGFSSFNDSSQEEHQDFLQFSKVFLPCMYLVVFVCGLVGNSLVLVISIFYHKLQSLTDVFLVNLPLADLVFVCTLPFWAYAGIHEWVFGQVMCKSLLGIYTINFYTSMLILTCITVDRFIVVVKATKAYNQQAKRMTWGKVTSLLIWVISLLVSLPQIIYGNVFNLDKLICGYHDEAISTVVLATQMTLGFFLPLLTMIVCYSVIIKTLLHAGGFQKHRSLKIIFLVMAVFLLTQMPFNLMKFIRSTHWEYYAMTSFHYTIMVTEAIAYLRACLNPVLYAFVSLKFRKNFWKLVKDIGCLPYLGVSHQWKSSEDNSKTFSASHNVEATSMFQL
# UPR XBP1 act: activators of adaptive XBP1 UPR arm, primary screen, cell-based, CHO-XBP1 luciferase reporter, luminescence, uHTS | IRE1-XBP1 UPR activation; percent of tunicamycin response, DMSO as zero | activation, % at 20 µM | 0.33% of 330,000 active | AID 463104, 2010;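 active = versus positive control, 20 µM dose yields 30% or more activation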;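 note: 100% = tunicamycin at 10 µg/mL and 0% = DMSO only wells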
#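 Assay system: IRE1-XBP1 luciferase reporter CHO line. Input: 1000 cells/well. Buffer or medium: F12 with 10% serum. Doses: 20 µM, 1% DMSO. Times: overnight seeding at 37 °C, 6 h compound treatment at 37 °C. Technique: Steady-Glo luciferase glow luminescence, 10 min after reagent addition.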
# tim23-1 inh: growth inhibitors of tim23-1 mutant yeast, primary screen, luminescence, uHTS; S. cerevisiae tim23-1 growth, BacTiter-Glo luminescence, 24 h; inhibition, % at 20 µM; 1.3% of 330,000 active;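 active = growth inhibition of the mutant yeast at or above 50%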;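 note: temperature-sensitive mutant grown at 25 °C; plate controls were DMSO-treated mutant yeast for no effect and medium wells lacking yeast for full effect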
# Active calls of the source: *. A portion of the library (hit frequency here may not be typical).
Structure	APJ agonist	CCR6 antagonist	Mdm2-MdmX inh	APJ antagonist	UPR CHOP act	EBI2 antag	CXCR6 inh	UPR XBP1 act	tim23-1 inh
CN(CC(=O)Nc1cccc(F)c1)C(=O)c1ccc(N2CCCC2)c([N+](=O)[O-])c1	-5	35	12	20	1.4	-4	13	-6	4
Cc1cccc(N2C(=O)CC(N3CCN(C(=O)c4ccccc4)CC3)C2=O)c1 (stereo unspecified)	-4	2	-33	7	-0.3	-12	0	-2	-15
O=C1CN(C(=O)CNC(=O)c2cccc(Cl)c2)c2ccccc2N1	-4	5	-9	8	1.2	-6	7	1	10
COC(=O)CCSCC(=O)Nc1ccc(C)c(S(=O)(=O)N2CCCCC2)c1	-4	6	11	2	-0.1	-9	1	-2	17
Cc1ccccc1C1NS(=O)(=O)N=C1N (stereo unspecified)	5	-16	24	-14	-2.1	9	1	-2	-13
CCOC(=O)CSc1nnc([C@H](Cc2ccccc2)NC(=O)OC(C)(C)C)o1	-3	11	-15	0	1.4	7	3	4	21
Cc1ccc(N(CC(=O)NCC2CCCO2)S(=O)(=O)c2ccc(Cl)cc2)cc1C (stereo unspecified)	4	9	-4	-2	-1.6	-3	-3	-5	18
O=C(CSc1ncccn1)Nc1ccc(Cl)c(S(=O)(=O)N2CCOCC2)c1	-7	7	-8	13	-1.3	-9	0	1	7
OCCNCCCCSc1ccc(Cl)cc1	-4	-1	2	-6	-1.0	-9	1	-2	16
COc1ccccc1N1CCN(/N=C/c2cc(OC)c(OC(C)=O)c(OC)c2)CC1	-4	2	32	18	3.1	3	1	-2	14
O=C(N/N=C/c1cn(-c2ccccc2)nc1-c1cc2ccccc2o1)c1c[nH]c2ccccc12	1	-3	-49	-2	9.8	27	-4	-1	18
Cc1nn(-c2ccccc2)c(C)c1/C=N/n1c(-c2ccccc2Br)n[nH]c1=S	3	21	-2	28	2.2	21	16	2	47
O=C(NCC1CCCO1)c1ccc(S(=O)(=O)N2CCC(c3nc4ccc(Cl)cc4[nH]3)CC2)cc1 (stereo unspecified)	1	4	22	-12	-1.0	-2	0	-5	3
Cc1nnc(NC(=O)CSc2nnc(Cc3cccn3C)n2-c2ccccc2)s1	-2	10	18	15	-1.0	-4	-2	-1	14
CCOc1ccc(CCNC(=O)c2nn(C)c3c2CS(=O)(=O)c2ccccc2-3)cc1OCC	3	-3	14	2	0.7	5	-3	3	11
CC1CCc2c(sc3ncn(CCO)c(=O)c23)C1 (stereo unspecified)	6	3	-31	-3	3.3	-17	-3	2	10
CC(CCc1ccccc1)NC(=O)COC(=O)c1cccc2ccccc12 (stereo unspecified)	2	18	19	-15	-0.4	2	0	1	11
Cn1cnc2cc(NC(=O)COc3ccccc3)ccc21	-4	9	-4	2	1.4	-2	2	2	13
CCC1(C)CC(C(N)=S)CCO1 (stereo unspecified)	-5	5	-6	9	4.1	8	-2	0	15
Cc1c2c(nc3nnnn13)CCCC2	-1	10	8	10	-2.5	1	1	-1	-3
CCSCCC(NC1=CC(=O)CC(C)(C)C1)C(=O)O (stereo unspecified)	-2	5	22	-15	0.7	-6	-7	0	9
Cc1ccc(O)c(CO)n1	0	-3	-4	16	-1.0	-2	1	-1	6
O=C(/C=N/O)NCCCn1ccnc1	1	7	-2	19	-0.2	-4	0	-2	19
Cc1nc2ccc(S(=O)(=O)NCC(=O)N(C)Cc3ccco3)cc2s1	-3	0	32	33	-0.3	-4	-8	-1	5
O=C(c1ccccc1)c1cc(-c2ccccn2)c(N2CCOCC2)s1	-4	8	25	-10	-0.5	3	6	2	30
Cc1onc(-c2ccccc2)c1C(=O)Nc1ccc(OC(C)C)cc1	0	1	29	6	-1.1	-2	5	-4	17
Cc1ccccc1C(=O)Oc1ccc2ccc(O)cc2c1	5	-8	-123	-21	8.4	-3	-18	4	51*
Cc1ccc(-c2ccc(/C=N/N3C(=O)C4C5C=CC(C6CC56)C4C3=O)o2)c([N+](=O)[O-])c1 (stereo unspecified)	2	13	2	2	0.4	4	-6	1	26

# Some of the entries so far, with each value named.
canonical_smiles: O=C(NCC1CCCO1)c1ccc(S(=O)(=O)N2CCC(c3nc4ccc(Cl)cc4[nH]3)CC2)cc1 (stereo unspecified)
  APJ agonist = 1
  CCR6 antagonist = 4
  Mdm2-MdmX inh = 22
  APJ antagonist = -12
  UPR CHOP act = -1.0
  EBI2 antag = -2
  CXCR6 inh = 0
  UPR XBP1 act = -5
  tim23-1 inh = 3

canonical_smiles: COC(=O)CCSCC(=O)Nc1ccc(C)c(S(=O)(=O)N2CCCCC2)c1
  APJ agonist = -4
  CCR6 antagonist = 6
  Mdm2-MdmX inh = 11
  APJ antagonist = 2
  UPR CHOP act = -0.1
  EBI2 antag = -9
  CXCR6 inh = 1
  UPR XBP1 act = -2
  tim23-1 inh = 17

canonical_smiles: CN(CC(=O)Nc1cccc(F)c1)C(=O)c1ccc(N2CCCC2)c([N+](=O)[O-])c1
  APJ agonist = -5
  CCR6 antagonist = 35
  Mdm2-MdmX inh = 12
  APJ antagonist = 20
  UPR CHOP act = 1.4
  EBI2 antag = -4
  CXCR6 inh = 13
  UPR XBP1 act = -6
  tim23-1 inh = 4

canonical_smiles: Cc1c2c(nc3nnnn13)CCCC2
  APJ agonist = -1
  CCR6 antagonist = 10
  Mdm2-MdmX inh = 8
  APJ antagonist = 10
  UPR CHOP act = -2.5
  EBI2 antag = 1
  CXCR6 inh = 1
  UPR XBP1 act = -1
  tim23-1 inh = -3

# Entries above with a Cl atom, in the order listed:
Structure	APJ agonist	CCR6 antagonist	Mdm2-MdmX inh	APJ antagonist	UPR CHOP act	EBI2 antag	CXCR6 inh	UPR XBP1 act	tim23-1 inh
O=C1CN(C(=O)CNC(=O)c2cccc(Cl)c2)c2ccccc2N1	-4	5	-9	8	1.2	-6	7	1	10
Cc1ccc(N(CC(=O)NCC2CCCO2)S(=O)(=O)c2ccc(Cl)cc2)cc1C (stereo unspecified)	4	9	-4	-2	-1.6	-3	-3	-5	18
O=C(CSc1ncccn1)Nc1ccc(Cl)c(S(=O)(=O)N2CCOCC2)c1	-7	7	-8	13	-1.3	-9	0	1	7
OCCNCCCCSc1ccc(Cl)cc1	-4	-1	2	-6	-1.0	-9	1	-2	16
O=C(NCC1CCCO1)c1ccc(S(=O)(=O)N2CCC(c3nc4ccc(Cl)cc4[nH]3)CC2)cc1 (stereo unspecified)	1	4	22	-12	-1.0	-2	0	-5	3
